Screens as filed in PubChem.
HT1080NT lethal = kills 2HG-producing HT-1080-NT fibrosarcoma cells; HT-1080-NT fibrosarcoma viability, CellTiter-Glo ATP luminescence, 48 h; Potency, µM (top dose mostly 46.1 µM), inactives show at the highest dose activity, negative = less viability, actives largely listed as cytotoxic; 1.6% of 360,000 active; AID 686970;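 further: NT is the 2HG producing partner of a matched IDH1 knockdown line; potency means the concentration at half of the fitted maximal effect; 0% = DMSO-treated cells and -100% = media-only wells without cells; nearly all actives have a fitted effect of over 55% in size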
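Compounds were tested in concentration-response format on HT-1080-NT cells for 48 hours at 37 degrees C. Cell viability came from CellTiter-Glo luminescence; curves were classified by r2, response magnitude and activity.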
SW480 rerep = DNA re-replication induction in SW480 cells. Potency, µM (titrated, usually from 46.1 µM), for the others: top-dose re-replication activation, hits mostly activators. SW480 DNA re-replication, Hoechst DNA content imaging, 48 h. 1.8% of 340,000 active; further: potency means the concentration at half of the fitted maximal effect; % of control where 0% means no effect; nearly all actives have a fitted effect of over 55% in size
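Treated cells incubate 48 hr (37 C, 5% CO2), are stained 40 min with Hoechst, and nuclear fluorescence is enumerated; a rise in nuclei with high DNA signal marks re-replication.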
ATXN viability = viability counter-screen for ATXN expression inhibitors; S2 cells (HEK-293 line with an ATXN2-luciferase reporter) viability, CellTiter-Fluor protease fluorescence, 24 h; Potency, µM (titrated, usually from 56.7 µM), actives largely listed as cytotoxic; 0.49% of 400,000 active; AID 651635; further: potency means the concentration at half of the fitted maximal effect; nearly all actives have a fitted effect of over 40% in size
HepG2 tox = HepG2 cytotoxicity, counter-screen for TGF-b inhibitors; HepG2 CAGA-GFP viability, ATP luminescence, 18 h; AID 588856; 0.76% of 410,000 active; Potency, µM (top dose mostly 46.1 µM), for the others: at the top dose activity change, negative = cytotoxicity, actives largely listed as cytotoxic; further: potency means the concentration at half of the fitted maximal effect; some results filed as inactive show a strong effect at the top dose
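CellTiter-Glo luminescence gave cytotoxicity after 18 hours at 37 degrees C. The cells were HepG2 CAGA-GFP in 1% FBS DMEM, stimulated with 500 pg/mL TGF-beta after compound addition. %Activity was normalised to no-cell wells (complete cell-killing) and DMSO (no toxicity), and curves were fitted and classified.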
MCF10A rerep = DNA re-replication induction in MCF 10a cells | 2.9% of 350,000 active | MCF 10A DNA re-replication, Hoechst nuclear intensity, 48 h | Potency, µM (highest dose often 46.1 µM), for the others: top-dose activity, positive = re-replication, actives largely listed as activators; further: potency means the concentration at half of the fitted maximal effect; % of control where 0% means no effect; nearly all actives have a fitted effect of over 50% in size
KB-3-1 tox = kills parental KB-3-1 adenocarcinoma cells | 1.4% of 400,000 active | Potency, µM (doses to about 46.1 µM), without a hit: top-dose activity change, negative = cytotoxic, usual class: cytotoxic | KB-3-1 viability, CellTiter-Glo ATP luminescence, 72 h | AID 1347075; further: potency means the concentration at half of the fitted maximal effect; on the % scale 0 is the no-effect control and ±100 the full control effect; nearly all actives have a fitted effect of over 60% in size
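Multi-concentration cytotoxicity screen in KB-3-1 cells grown in DMEM lacking phenol red with 10% FBS. After 72 h at 37 °C with compound, ATP-dependent luminescence was recorded.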
ATXN2 expr inh = ATXN2 expression inhibition; HEK-293 ATXN2-luciferase reporter, luminescence, 24 h; Potency, µM (series often up to 57 µM), for inactives: at the highest dose activity change, negative = inhibition, most hits filed as inhibitors; 0.72% of 360,000 active; further: potency means the concentration at half of the fitted maximal effect; on the % scale 0 is the no-effect control and ±100 the full control effect; nearly all actives have a fitted effect of over 55% in size
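qHTS (up to 57 uM final) was run with 24 h compound exposure of reporter cells at 37 °C. Each well was multiplexed: SteadyGlo luminescence measured ATXN2-luciferase expression after a fluorogenic Gly-Phe-AFC viability readout (25 uM final).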
HT1080 IDH1KD tx = HT-1080 IDH1 knockdown cell toxicity (counter line) | Potency, µM (titrated, usually from 46.1 µM), inactives show at the top dose activity, negative = toxicity, usual class: cytotoxic | HT-1080 IDH1 knockdown viability, ATP luminescence, 48 h | 2% of 360,000 active | AID 686971;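 further: potency means the concentration at half of the fitted maximal effect; 0% = DMSO wells and -100% = cell-free medium wells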
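Using the IDH1-knockdown HT-1080 line run in the same batch and compound series as the NT line, viability after 48 h at 37 °C was determined by CellTiter-Glo luminescence and expressed as % activity.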
IL1B secr inh = inhibitors of inflammasome signaling (IL-1 beta secretion) | activity change, % at 57.5 µM | 4.7% of 360,000 active | AID 743279 | THP-1 LPS/ATP IL-1B secretion, AlphaLISA, 16 h; hits give low values; in the data active means activity change below about -50%; inconclusive means mostly about -30% to -49%; further: on the % scale 0 is the no-effect control and ±100 the full control effect
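THP-1 cells pretreated 1 hr with compounds (up to 57.5 uM final), then stimulated with LPS (250 ng/mL final) plus ATP (1.25 mM final); secreted IL-1B measured by AlphaLISA after 16 hr, decreased signal indicating inhibition.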
* hit, by the source's call; i = inactive; ? = inconclusive; nt = not tested or not shown; [ ] = another dose, or the depositor's remark. Unless noted, the call rests on the fitted dose curve; in most records, active means well fitted curve in the direction sought with a large enough effect; inconclusive means small, poorly fitted or top-dose-only effect, or another doubt; inactive means no such curve, though single readings can be large; an effect the other way counts as inactive or inconclusive.

SMILES	HT1080NT lethal	SW480 rerep	ATXN viability	HepG2 tox	MCF10A rerep	KB-3-1 tox	ATXN2 expr inh	HT1080 IDH1KD tx	IL1B secr inh
COc1ccc(CNC(=O)/C=C/C(=O)O)cc1OC	5%	-5%	i	-3%	-4%	-1%	1%	4%	5
COc1cc(OC)cc(C(=O)NNC(=O)C(CCC(N)=O)NS(=O)(=O)c2ccc(Cl)cc2)c1 (configuration not stated)	6%[9.24 µM]	-12%	i	2%	-2%	-6%	0%	1%	12
CN(Cc1cnn(Cc2ccccc2)c1)C(=O)CN=C1NS(=O)(=O)c2ccccc21	-3%	-7%	i	-9%	2%	0%	nt	-7%	-15
CCCCCn1c(=O)[nH]c2cc(C(=O)Nc3cc(C)cc(C)c3)ccc2c1=O	nt	nt	i	18%	nt	7%	13%	nt	nt
CCOC(=O)c1c(NC(=O)c2ccc(OC)cc2)sc2c1CCCCC2	nt	nt	i	7%	nt	19%	7%	nt	nt
Cc1ccc(S(=O)(=O)c2nc(-c3cccs3)oc2SC(C)c2ccccc2)cc1 (configuration not stated)	nt	nt	i	1%	nt	-13%	6%	nt	nt
CC1(C)CC2(CCO1)C(Nc1ccccc1)=NC(=S)N2c1ccccc1 (configuration not stated)	-5%	-1%	i	-13%	-1%	-7%	1%	-19%	-8
Cc1ccc([N+](=O)[O-])cc1S(=O)(=O)N1CCNCC1	6%	-1%	i	3%	7%	3%	-5%	-7%	-5
Cc1csc2c(C#N)c(=O)c3c(n12)CCC3	-1%	8%	i	5%	?	8%	-16%	2%	37
O=C(Cn1cnc2c(nnn2Cc2ccc(F)cc2)c1=O)N1CCN(c2ccccc2)CC1	-2%	-13%	?	-5%	9%	-8%	5%	5%	-28
O=C(Cn1ccc2ccccc2c1=O)NCCC(=O)N1CCN(c2cccc(Cl)c2)CC1	-7%	-1%	i	-20%	2%	-1%	-30%	-12%	6
Nc1ccccc1Nc1nc2ccccc2[nH]1	-30%	-3%	i	-15%	3%	-1%	21%	-28%	-15
CCc1ccc(OCC(=O)NNC(=S)NC(=O)C2CC2)c(Br)c1	?	12%	i	1%	28%	-17%	?	?	110
COc1ccc2c(c1[N+](=O)[O-])CCC/C2=N/OC(=O)c1cccc2ccccc12	20%	1%	?	-8%	-2%	7%	-11%	13%	20
CCOC(=O)c1sc2cc([N+](=O)[O-])cc(SCC(=O)OC)c2c1N	2%	-2%	i	6%	2%	5%	-7%	?	-1
CCN(CC(=O)Nc1ccc(OC)cc1)C(=O)c1ccc(N2CCCC2=O)cc1	2%	-14%	?	-3%	0%	6%	nt	2%	-14
Cc1cccc(C)c1NC(=O)c1cc(S(=O)(=O)N2CCC3(CC2)OCCO3)ccc1F	0%	nt	i	-1%	nt	-3%	nt	3%	1
COc1ccc(-n2nc(C)c3sc(C)nc3c2=O)cc1	12%	-4%	i	38%	-9%	-2%	-12%	22%	nt
CCCC(=O)N(CCN1CCOCC1)c1nc2ccc(OCC)cc2s1	15%	?	i	-6%	15%	8%	0%	11%	?
Cc1ccc(S(=O)(=O)N(C)C)cc1NC(=O)/C=C/c1cccs1	6%	-5%	i	-10%	-2%	10%	-9%	0%	17
CCOC(=O)c1c2n(c3ccc(O)cc13)CCCCC2	-8%	-2%	i	-33%	-1%	0%	7%	-1%	-15
Cc1cccn2cc(COc3cccc([N+](=O)[O-])c3)nc12	4%	-15%	i	-6%	4%	0%	19%	3%	-3
CCOC(=O)c1[nH]cnc1C(=O)Nc1ccccc1C	-7%	-25%	i	-11%	-31%[inhibitor]	-15%	11%	5%	60
O=C(O)c1ccc(NC(=S)NC(=O)C(c2ccccc2)c2ccccc2)cc1	4%	-4%	?	12%	6%	nt	-4%	-2%	25
Cc1cnccc1CNC(=O)C1CCC(=O)N(Cc2ccc(Cl)cc2)C1 (configuration not stated)	8%	-3%	i	2%	-1%	11%	11%	18%	-4
CC(=O)c1c(O)cc2n(c1=O)-c1ccc(Cl)cc1C2(C)C	-3%	-4%	i	9%	?	1%	-8%	1%	6
CC(=O)c1cccc(OCc2cc(C(=O)NCc3nc(C)c(C)s3)no2)c1	3%	-2%	i	0%	-1%	3%	65%[activator]	2%	-5
Cc1oc(-c2ccc(Cl)cc2)nc1CSCC(=O)NC1CCN(Cc2ccccc2)CC1	?	12%	i	-21%	?	?	?	-3%	-61*
CCOc1cccc(=O)c2c(C)n(CC3CCCO3)c(C)c12 (configuration not stated)	0%	1%	i	-1%	11%	-1%	4%	9%	13
COc1cc2ccccc2cc1C(=O)N1CC(C)CC(C)C1 (configuration not stated)	-3%	8%	i	7%	?	?	-21%	-7%	-10

10 compounds already listed, arranged by number of heavy atoms, low to high.
SMILES	HT1080NT lethal	SW480 rerep	ATXN viability	HepG2 tox	MCF10A rerep	KB-3-1 tox	ATXN2 expr inh	HT1080 IDH1KD tx	IL1B secr inh
COc1ccc(-n2nc(C)c3sc(C)nc3c2=O)cc1	12%	-4%	i	38%	-9%	-2%	-12%	22%	nt
Cc1cccn2cc(COc3cccc([N+](=O)[O-])c3)nc12	4%	-15%	i	-6%	4%	0%	19%	3%	-3
CCOc1cccc(=O)c2c(C)n(CC3CCCO3)c(C)c12 (configuration not stated)	0%	1%	i	-1%	11%	-1%	4%	9%	13
Cc1ccc(S(=O)(=O)N(C)C)cc1NC(=O)/C=C/c1cccs1	6%	-5%	i	-10%	-2%	10%	-9%	0%	17
CCCC(=O)N(CCN1CCOCC1)c1nc2ccc(OCC)cc2s1	15%	?	i	-6%	15%	8%	0%	11%	?
CC(=O)c1cccc(OCc2cc(C(=O)NCc3nc(C)c(C)s3)no2)c1	3%	-2%	i	0%	-1%	3%	65%[activator]	2%	-5
O=C(O)c1ccc(NC(=S)NC(=O)C(c2ccccc2)c2ccccc2)cc1	4%	-4%	?	12%	6%	nt	-4%	-2%	25
CCN(CC(=O)Nc1ccc(OC)cc1)C(=O)c1ccc(N2CCCC2=O)cc1	2%	-14%	?	-3%	0%	6%	nt	2%	-14
Cc1cccc(C)c1NC(=O)c1cc(S(=O)(=O)N2CCC3(CC2)OCCO3)ccc1F	0%	nt	i	-1%	nt	-3%	nt	3%	1
Cc1oc(-c2ccc(Cl)cc2)nc1CSCC(=O)NC1CCN(Cc2ccccc2)CC1	?	12%	i	-21%	?	?	?	-3%	-61*

Profiles from above. Screens in order: HT1080NT lethal	SW480 rerep	ATXN viability	HepG2 tox	MCF10A rerep	KB-3-1 tox	ATXN2 expr inh	HT1080 IDH1KD tx	IL1B secr inh
Record of COc1ccc(-n2nc(C)c3sc(C)nc3c2=O)cc1 : 12%	-4%	i	38%	-9%	-2%	-12%	22%	nt
Record of Cc1cnccc1CNC(=O)C1CCC(=O)N(Cc2ccc(Cl)cc2)C1 (configuration not stated) : 8%	-3%	i	2%	-1%	11%	11%	18%	-4
Record of CC(=O)c1c(O)cc2n(c1=O)-c1ccc(Cl)cc1C2(C)C : -3%	-4%	i	9%	?	1%	-8%	1%	6

The list continues:
SMILES	HT1080NT lethal	SW480 rerep	ATXN viability	HepG2 tox	MCF10A rerep	KB-3-1 tox	ATXN2 expr inh	HT1080 IDH1KD tx	IL1B secr inh
COc1ccc2c(c1OC)C(=O)OC2Nc1nc(-c2ccc(-c3ccccc3)cc2)cs1 (configuration not stated)	-4%	?	i	-12%	?	-14%	103%[activator]	-9%	15
Cc1ccc(Oc2nccc(-c3ccc(Cl)cc3)n2)cc1	12%	-5%	i	10%	10%	10%	30%[activator]	2%	-11
COc1ccc(N2CCN(c3ncccc3C#N)CC2)cc1	-4%	20%	i	0%	14%	-5%	8%	-5%	-5
COc1cccc(C=Nc2ccc(C)c(F)c2)c1O	20%	3%	i	8%	4%	-2%	5%	14%	-6
CCN(Cc1ccccc1)C(=O)COC(=O)[C@@H]1CCCN1C(=O)c1cccs1	-9%	2%	i	-7%	15%	7%	6%	8%	-6
Oc1ccc(N=Cc2sc3ccccc3c2Cl)cc1	2%	9.2µM*	i	8%	?	4%	5%	-1%	22
O=C(O)c1nn(-c2ccccc2)nc1-c1nn(-c2ccccc2)nc1C(=O)O	11%	-4%	i	7%	1%	-2%	51%[activator]	15%	3
CCc1cccc(CC)c1NC(=S)N1CCn2cccc2C1c1ccncc1 (configuration not stated)	7%	-5%	i	10%	-3%	1%	0%	7%	16
COc1ccccc1N1CCN(C(=O)CSc2nc3ccccc3nc2Cc2ccc(F)cc2)CC1	nt	nt	i	0%	nt	-8%	11%	nt	nt
Cc1ccccc1C(=O)N1CCC(C(=O)Nc2ccccn2)CC1	-11%	3%	i	-1%	14%	-13%	-7%	3%	-5
O=C1O[C@@H](c2ccccc2)C[C@@H](O)C(=O)CCCc2ccccc21	-9%	nt	i	nt	nt	10%	-4%	2%	10
CCc1nnc(NC(=O)CSc2nnc(-c3cccnc3)n2CCc2ccccc2)s1	-5%	-1%	i	-10%	5%	3%	5%	-9%	0
O=C(CCNS(=O)(=O)c1cccs1)NCc1cccs1	5%	-3%	i	-1%	1%	0%	-8%	0%	6
COc1ccc(NC(=O)c2cc(-c3cc(F)ccc3OC(C)C)n[nH]2)c(C)c1	4%	nt	i	0%	nt	0%	1%	4%	-26
Cc1ccc(C2C3=C(CCCC3=O)OC3=C2C(=O)CCC3)cc1	-3%	-7%	i	-6%	0%	-5%	-6%	-4%	-1
COc1ccc(-c2cc3c(=O)n(CC(=O)Nc4cccc(Cl)c4)nc(C)n3n2)cc1	-4%	?	i	4%	?	-20%	-20%	-1%	4
